# GSIS activator: GLuc luminescence reporter in INS-1E cells, primary screen for activators of glucose-dependent secretion of insulin | INS-1E GLuc reporter insulin secretion, 2-3 h | activation, % at 16.6 µM | actives 0.61% (n = 370,000) | AID 743287;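 active = lowest replicate activation of at least 40%, so every replicate reaches that level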;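 note: 0% = median of neutral control wells and 100% = median of IBMX positive control wells; some compounds called inactive have numbers as strong as hits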
# PAX8 reporter: PAX8 transcriptional activity inhibition. RMG-I TPO-luciferase reporter, SteadyGlo, 24 h. actives 1.2% (n = 360,000). AID 652154. inhibition, % at 12.6 µM;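 active = mean replicate inhibition at least 60% with every replicate also reaching 60%; inconclusive = only one of the two criteria is met; inactive = mean below 60% and not all replicates reaching 60%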;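 note: luciferase light reporting Pax8 driven TPO promoter activity; plate controls were median of neutral control wells for no effect and mitoxantrone controls for full effect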
# miR-122 sensor: blocks miR-122 activity in Huh7 sensor cells. Huh7 miR-122 Renilla luciferase sensor, 48 h; neutral wells = 0, positive control = 100. activation (reporter increase), % at 12.5 µM. actives 0.3% (n = 340,000);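 active = mean replicate activation score at least 90 and every replicate individually at or above 90; inconclusive = only one of the two criteria met; inactive = neither criterion met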;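 note: higher luciferase means less miR-122 activity so hits act as miR-122 inhibitors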
# FN deposit inh: fibronectin deposition inhibition; AID 743247; inhibition, % at 12.6 µM; actives 0.086% (n = 350,000); AH1F fibroblasts, Alexa488-fibronectin deposition fluorescence, overnight;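 active = mean inhibition across replicates of 30% or more, regardless of how many single replicates reach that level; inconclusive = mean under 30% yet at least half of replicates reach 30%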;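 note: positive control wells lacked labelled fibronectin entirely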
#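 Schedule: 1 h cell adhesion before compound, then overnight fibronectin incubation; test system: AH1F fibroblast monolayer depositing Alexa488-labelled fibronectin into matrix; quantity: 10000 AH1F cells per well; probe or stimulus: fluorescent fibronectin at 24 nM final; signal: fluorescence, ex 485 nm, em 525 nm; evaluation: percent inhibition as loss of matrix-bound fibronectin fluorescence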
# DENV2 CPE rescue: DENV2-induced cell death inhibition. CPE inhibition, % at 9.99 µM. DENV2-infected cells, cytopathic effect rescue, plate reader. AID 651640. actives 1.7% (n = 350,000); in the data active = CPE inhibition above about 20%, passing the limit was not always enough; inconclusive = no clear call, values can overlap the other calls; tested in BHK-21 cells;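 note: 0% = median of neutral control wells and 100% = median of positive control wells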
# EWS-Fli block: blocks EWS/Fli oncoprotein-driven transcription | A673 NR0B1-luciferase reporter, viability-normalised | inhibition, % at 12.6 µM | actives 0.67% (n = 350,000) | AID 651661;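 active = mean inhibition of at least 50% after viability correction, with every replicate also passing that limit; inconclusive = mean reaches 50% but only one of two replicates passes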;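 note: firefly luciferase signal divided by Alamar Blue viability fluorescence both relative to DMSO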
# CFTR F508del cor: correctors of CFTR F508del function in bronchial epithelial cells; CFBE cells, YFP halide quenching; stimulated with forskolin plus potentiator P3; % fluorescence drop versus neutral controls; activity (quench increase), % at 7.58 µM; actives 0.36% (n = 350,000);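 active = mean added fluorescence quench of at least 8% versus neutral control, with both replicates also reaching 8%; inconclusive = only one of the mean or replicate conditions met; inactive = mean below 8% and not both replicates reaching 8%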;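 note: cells transiently co-express mutant CFTR-F508del with the halide-sensitive YFP; corrector assay measuring rescue of mutant channel to the surface after 24 h compound exposure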
# The depositor's hits bear a star; ? = inconclusive; . = no result given; [ ] = remark or other dose.
SMILES,GSIS activator,PAX8 reporter,miR-122 sensor,FN deposit inh,DENV2 CPE rescue,EWS-Fli block,CFTR F508del cor
CN1CCN(C(=O)c2cc(Br)cn2C)CC1,10,-23,0,-8,-1,1,-3.7
Cc1cc(C)n(-c2ccc(S(=O)(=O)N3CCCC3)cc2[N+](=O)[O-])n1,25,-11,-3,-26,-3,2,1.8
O=C(Nc1ccc2c(c1)OCCO2)C(c1ccc(C(F)(F)F)cc1)n1c(=O)c(-c2cc3ccccc3[nH]2)nc2ccccc21 (configuration not stated),-5,11,.,14,8,3,2.0
O=C(/C=C/c1ccccc1)N1CCC[C@H]1CO,1,-14,.,4,10,-6,-3.0
CCOc1cccc2cc(-c3csc(NC(=O)CCC(=O)N4CCC(C)CC4)n3)c(=O)oc12,.,-23,-1,2,.,.,.
COc1ccc2cc(S(=O)(=O)n3cnc(C)c3)ccc2c1,19,-9,-2,-19,11,13,3.9
CCN(C(=O)CN1C(=O)COc2ccc(S(=O)(=O)N3CCOCC3)cc21)c1ccc(OC)cc1,4,-5,-4,-4,-6,.,4.5
O=C(C[C@H]1C[C@H]2c3cc(NC(=O)C4CCC4)ccc3O[C@H]2[C@@H](CO)O1)NCc1cc(F)ccc1F,-9,-3,5[16.7 µM],5,?,8,0.4
CCCOc1ccc(-c2nc[nH]c2[N+](=O)[O-])cc1,18,-2,.,-14,0,-5,-2.6
Cc1ccc(CNC(=O)c2cc3c(C)nc4ccccc4c3o2)cc1,-30,6,.,-10,-1,8,1.0
O=c1[nH]c2ccc(Cl)cc2c(-c2ccccc2)c1[N+](=O)[O-],7,4,-2,17,-4,9,-3.7
COc1cc(/C=N/NC(=O)c2cccnc2)ccc1OS(=O)(=O)c1ccc(C)cc1,18,-6,.,1,.,-1,-0.4
FC(F)Oc1ccc(NC(=S)Nn2cnnc2)cc1,7,5,.,15,7,-7,1.7
O=C(c1ccc(F)cc1)C1CCN(S(=O)(=O)c2ccccc2)CC1,-8,-18,.,-35,6,2,1.5
C=CCN1c2ccccc2C(=O)CS1(=O)=O,17,13,1,-4,-9,3,-0.3
O=C(Cn1nnc(-c2ccccc2NC(=O)c2ccccc2F)n1)NC1CCCC1,-4,-22,2,-2,0,9,0.1
Cc1csc(C(=O)O)c1NC(=O)c1ccc(F)cc1,7,12,-7,1,0,1,1.3
Cc1ccc(C(=O)NCC(=O)OCC(=O)NC2CCCC(C)C2C)s1 (configuration not stated),20,3,2,-9,1,2,2.7
CC(=O)N1CCc2ccc(S(=O)(=O)N3CC(C)OC(C)C3)cc21 (configuration not stated),3,-9,.,-1,.,-89,.
Cc1cc(C(=O)OCC(=O)Nc2cccnc2Cl)c2ccccc2n1,17,-2,.,.,2,3,0.5
COc1ccc(CCNc2ccc(N3C(=O)CC(C)C3=O)cc2[N+](=O)[O-])cc1 (configuration not stated),13,-1,.,-6,1,-3,-0.1
CC(C)NC(=O)Nc1ccc2c(c1)C(=O)N([C@@H](C)CO)C[C@H](C)[C@H](CN(C)C(=O)Nc1ccccc1)OCCCC[C@@H](C)O2,-13,10,-2[16.7 µM],-2,-1,.,2.1
CSCC[C@H](NC(=O)OC(C)(C)C)C(=O)N/N=C/c1ccc2nccnc2c1,-10,29,.,-5,14,-4,.
CN1CCN(S(=O)(=O)c2ccc3c(c2)oc(=O)n3C)CC1,-13,5,-3,-1,6,1,0.2
N#Cc1ccc(OCC(=O)NCC2COc3ccccc3O2)cc1 (configuration not stated),-6,-7,.,6,5,1,1.6

# An excerpt from above in order of molecular weight, ascending:
SMILES,GSIS activator,PAX8 reporter,miR-122 sensor,FN deposit inh,DENV2 CPE rescue,EWS-Fli block,CFTR F508del cor
O=C(/C=C/c1ccccc1)N1CCC[C@H]1CO,1,-14,.,4,10,-6,-3.0
Cc1csc(C(=O)O)c1NC(=O)c1ccc(F)cc1,7,12,-7,1,0,1,1.3
CN1CCN(C(=O)c2cc(Br)cn2C)CC1,10,-23,0,-8,-1,1,-3.7
O=c1[nH]c2ccc(Cl)cc2c(-c2ccccc2)c1[N+](=O)[O-],7,4,-2,17,-4,9,-3.7
COc1ccc2cc(S(=O)(=O)n3cnc(C)c3)ccc2c1,19,-9,-2,-19,11,13,3.9
CN1CCN(S(=O)(=O)c2ccc3c(c2)oc(=O)n3C)CC1,-13,5,-3,-1,6,1,0.2
N#Cc1ccc(OCC(=O)NCC2COc3ccccc3O2)cc1 (configuration not stated),-6,-7,.,6,5,1,1.6
CC(=O)N1CCc2ccc(S(=O)(=O)N3CC(C)OC(C)C3)cc21 (configuration not stated),3,-9,.,-1,.,-89,.
O=C(c1ccc(F)cc1)C1CCN(S(=O)(=O)c2ccccc2)CC1,-8,-18,.,-35,6,2,1.5
COc1ccc(CCNc2ccc(N3C(=O)CC(C)C3=O)cc2[N+](=O)[O-])cc1 (configuration not stated),13,-1,.,-6,1,-3,-0.1
O=C(C[C@H]1C[C@H]2c3cc(NC(=O)C4CCC4)ccc3O[C@H]2[C@@H](CO)O1)NCc1cc(F)ccc1F,-9,-3,5[16.7 µM],5,?,8,0.4
O=C(Nc1ccc2c(c1)OCCO2)C(c1ccc(C(F)(F)F)cc1)n1c(=O)c(-c2cc3ccccc3[nH]2)nc2ccccc21 (configuration not stated),-5,11,.,14,8,3,2.0
CC(C)NC(=O)Nc1ccc2c(c1)C(=O)N([C@@H](C)CO)C[C@H](C)[C@H](CN(C)C(=O)Nc1ccccc1)OCCCC[C@@H](C)O2,-13,10,-2[16.7 µM],-2,-1,.,2.1

# The results go on:
SMILES,GSIS activator,PAX8 reporter,miR-122 sensor,FN deposit inh,DENV2 CPE rescue,EWS-Fli block,CFTR F508del cor
C[C@@H]1CCCCO[C@H](CN(C)C(=O)c2ccncc2)[C@@H](C)CN([C@@H](C)CO)C(=O)c2cc(NC(=O)CCC(F)(F)F)ccc2O1,-2,-6,2[16.7 µM],5,13,-6,-0.4
CC(=O)Nc1ccc(NC(=O)COc2ncnc3ccccc23)cc1,12,23,-1,15,9,1,0.8
O=C(CN1C(=O)CCC1=O)NC(=O)NC1CCCC1,24,-25,4,0,5,0,0.9
CCC(CO)Nc1ccc(-c2nn(C)c(=O)c3ccccc23)cc1[N+](=O)[O-] (configuration not stated),5,-4,.,8,-1,-9,0.9
COc1ccccc1Oc1ccc(N/C=C/C(=O)c2ccc(C)o2)cc1,6,-83,-1,-5,-2,-149,-4.4
O=C(NC1CCC1)[C@H]1[C@H](CO)[C@H]2Cn3c(ccc(-c4ccccc4F)c3=O)[C@H]2N1Cc1ccccn1,-1,-7,.,.,-6,2,-1.6
CCO[C@@H]1OC(C(=O)N2CCN(C)CC2)=C[C@H](c2csc3ccccc23)[C@H]1CCCO,21,11,-4,-11,-11,-9,-1.9
COC(=O)C[C@@H]1CC[C@H](NC(=O)CC2CC2)[C@@H](CO)O1,13,-9,.,3,6,0,1.6
CCOC(=O)CN1CC23C=CC(O2)C(C(=O)Nc2ccc(OCC)cc2)C3C1=O (configuration not stated),.,-26,0,0,2,0,2.1
CSc1ncc(C(=O)Nc2ccc(C(C)=O)cc2)c(-c2ccccc2)n1,-1,-47,1,3,2,-31,-1.5
COC1OC2COC(c3ccccc3)OC2C2OC(c3ccccc3)OC12 (configuration not stated),-5,-7,-7,7,10,-4,1.9
O=S1(=O)C[C@@H](O)[C@@H](Nc2ccc(Cl)cc2)C1,.,0,-4,2,.,.,.
Cc1cccc(NC(=O)CCNC(=O)c2ccco2)c1,3,3,.,-19,-5,-3,3.1
COCCNC(=O)CN(Cc1cccs1)C(=O)CCC(=O)Nc1nccs1,1,12,-2,-7,1,-1,0.3
CC1=NN(Cc2ccccc2)C(=O)C1,15,20,-5,7,.,.,.
C[C@H]1CN([C@@H](C)CO)C(=O)c2cc(NC(=O)CCCN(C)C)ccc2O[C@H]1CN(C)Cc1ccncc1,2,-8,-2[16.7 µM],-19,2,-2,1.3
CC(=O)c1ccc(S(=O)(=O)N(C)CCCC(=O)NCc2ccc3c(c2)OCO3)cc1,8,-19,-2,-2,-6,2,-1.3
COCCCn1c(=O)/c(=C\c2ccc(OC(F)F)c(OC)c2)s/c1=C(/C#N)C(N)=O,11,-28,.,4,1,-14,0.5
Cc1ccc2nc(NC(=O)CCn3cccc3)sc2c1,-18,-66,.,5,1,-52,1.5
C[C@@H]1CN([C@@H](C)CO)C(=O)c2cc(-c3ccc(F)cc3)cnc2O[C@H]1CN(C)Cc1cncnc1,-4,.,35[16.7 µM],6,10,0,-2.6
O=C(CCSc1ccc(Cl)cc1)c1ccco1,-9,-18,-8,-13,8,12,1.6
COc1ccc(Nc2cc(C(=O)NCCCOC(C)C)c3ccccc3n2)c(OC)c1,-24,2,7,5,6,-8,-2.0
COc1ccc(CCNC(=O)c2c(C)nc3ccccn23)cc1OC,13,-8,-2,-11,-1,0,-1.2
CCOC(=O)C1=CNS(=O)(=O)NC1c1ccc(C)cc1 (configuration not stated),-7,-25,-5,11,3,-3,0.5
COCCCNC(=S)N1CCC(C(=O)c2ccc(Cl)cc2)CC1,-40,27,.,1,0,-5,1.6
SMILES,GSIS activator,PAX8 reporter,miR-122 sensor,FN deposit inh,DENV2 CPE rescue,EWS-Fli block,CFTR F508del cor
CC(C)NC(=O)N(C)C[C@H]1Oc2ccc(N(C)C)cc2C(=O)N([C@H](C)CO)C[C@@H]1C,10,-12,-2[16.7 µM],-12,6,0,-1.2
COc1ccc(C2(CNC(=O)Cc3ccc(OC)c(OC)c3)CCOCC2)cc1,.,-9,3,-12,.,.,.
N#CC1(C(N)=O)OC12CCS(=O)(=O)c1ccccc12 (configuration not stated),4,7,.,7,-1,1,0.9
COc1ccc(C(C)=O)cc1COc1nc(C)nc2ccccc12,26,13,.,1,-7,5,-0.7
O=C(COC(=O)c1ccc(F)c(S(=O)(=O)N2CCOCC2)c1)c1ccc(Cl)cc1,10,-3,9,0,0,-3,0.2
Cn1nc(-c2ccc(C(=O)NCCO)cc2)c2ccccc2c1=O,27,4,.,1,1,8,1.3
N#C[C@H]1[C@H](c2ccccc2)[C@@H](CO)N1S(=O)(=O)Cc1ccccc1,4,0,.,-6,-5,3,-0.7
CCCCCCC(=O)OCC(=O)c1ccc2c(c1)NC(=O)CO2,6,0,-1,5,7,0,-1.4
O=C(NCc1ccccn1)c1cc(-c2ccccc2)nc2ccccc12,-4,-12,.,-8,-16,16,-0.8
CCCC(=O)Nc1ccc2c(c1)C(=O)N(C)C[C@H](OC)[C@H](C)CN(Cc1cccc(F)c1)[C@H](C)CO2,-11,.,-2[16.7 µM],-7,0,-7,-0.4
O=C(C1CCN(c2ncnc3c2nc2n3CCCCC2)CC1)N1CCCCC1,-4,5,4,6,2,-7,0.8
Cc1cc(S(=O)(=O)NCC(c2ccc3c(c2)OCO3)N2CCOCC2)ccc1F (configuration not stated),-8,-23,.,-9,6,0,-1.3
CCn1c(CNc2ccc(Cl)cc2)nnc1SCC#N,-1,10,.,-2,-1,9,.
COc1ccc(/C=N/OC(=O)c2ccc(Cl)cc2)c(Cl)c1OC,3,8,-6,3,-4,6,1.8
CC(=O)Oc1ccc(/C=C2/SC(=S)N(Cc3ccccc3)C2=O)cc1,-6,-6,.,2,6,33,1.9
CCN(CC)S(=O)(=O)c1cc(C(=O)OCC(=O)c2ccc3c(c2)NC(=O)CO3)ccc1Cl,.,6,7,12,.,.,.
COc1ccccc1Nc1ncc(C(=O)N2CCC(C(N)=O)CC2)c2ccccc12,.,21,17,-5,.,.,.
C[C@@H]1CN([C@H](C)CO)C(=O)Cc2cc(NC(=O)C3CC3)ccc2O[C@@H]1CN(C)C(=O)NC1CCCCC1,6,.,-3[16.7 µM],.,-3,-11,-2.7
CCCCN1C(Nc2ccccc2)=NC[C@@H]1C,-1,-15,-6,-6,-2,-4,-1.6

# Bioassay records as filed in PubChem.
